High-throughput results from PubChem BioAssay.
Tb MetRS inh = T. brucei MetRS inhibitors, primary screen, biochemical, luminescence; methionyl-tRNA synthetase (Trypanosoma brucei brucei); purified T. brucei MetRS, ATP depletion, Kinase-Glo luminescence; inhibition, % at 11.9 µM; actives 0.4% (n = 360,000);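 active means inhibition above a per-plate cutoff of the control wells' mean inhibition plus 3 SD, cut at about 5.5% in these data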;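 further: 0% = DMSO wells median and 100% = median of wells with control inhibitor compound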
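Material: T. brucei methionyl-tRNA synthetase, purified; reagent: substrates ATP, L-methionine and bulk Escherichia coli tRNA; dosing: 11.9 µM single point; timing: 15 min plus 2 h at 25 °C; detection: luminescence of leftover ATP; evaluation: % inhibition; control set: DMSO-only wells as low control; replicates: singlicate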
SUMO1-SIM PPI = modulators of SUMO1 protein-protein interactions, primary screen, biochemical, uHTS; Small ubiquitin-related modifier 1 (Homo sapiens), P63165; SUMO1 binding to a labelled peptide, TR-FRET, 1 h; inhibition, % at 20 µM; actives 0.33% (n = 360,000); AID 602429, 2012; in the data active means inhibition above about 37%
Scp-1 inhibitor = Scp-1 phosphatase inhibitors, primary screen, biochemical, colorimetric, uHTS; AID 493091, 2011; Recombinant Scp1, phosphopeptide, malachite green phosphate absorbance; Carboxy-terminal domain RNA polymerase II polypeptide A small phosphatase 1 (Homo …; actives 0.88% (n = 340,000); inhibition, % at 20 µM;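 active means inhibition above about 50% at 20 µM, limit read from the data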;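 further: plate controls were DMSO wells with enzyme for no effect and wells lacking enzyme for full effect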
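Material – SCP-1 phosphatase catalytic domain, residues 76-261 · Buffer or medium – Acidic Tris acetate buffer with magnesium and detergent · Also added – Phospho 17-mer peptide substrate · Compound – single 20 µM dose, 1% DMSO · Times – 45 min room-temperature reaction, 5 min colour, 30 min stabiliser · Technique – Phosphate-binding colour reagent, absorbance read at 630 nm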
Rpn11 inh = Rpn11 (PSMD14) deubiquitinase inhibitors, primary screen, biochemical, fluorescence polarization, uHTS | human 26S proteasome, Ub4-pepOG fluorescence polarization; 20S core pre-blocked with epoxomicin | calls only at 20 µM | actives 0.59% (n = 360,000);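 active means inhibition at 20 µM, scaled to each plate's controls, above about 33%, limit read from the data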
LMPTP block = LMPTP phosphatase inhibitors, primary screen, biochemical, fluorescence intensity, uHTS; Low molecular weight phosphotyrosine protein phosphatase (Homo sapiens), P24666; recombinant LMPTP-A, OMFP fluorogenic substrate; inhibition, % at 20 µM; actives 0.22% (n = 360,000); AID 651560, 2012;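 active means compounds that cut the enzyme signal by at least half of the control window in the single-dose screen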;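 further: plate controls were DMSO wells with enzyme plus substrate for no effect and substrate without enzyme for full effect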
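test system = LMPTP-A | amount = 0.625 nM LMPTP-A final | reagent = fluorogenic phosphatase substrate OMFP at 400 µM final | incubation = 50 min at room temperature | benchmarks = no-enzyme low control, uninhibited high control | medium = Bis-Tris pH 6.0, DTT, detergent | signal = fluorescence intensity of OMFP turnover product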
CSN deneddyl inh = inhibitors of CSN-mediated cullin deneddylation, primary screen, biochemical, fluorescence polarization, uHTS; COP9 signalosome complex subunit 5 (Homo sapiens), Q92905; Purified CSN, SCF-Nedd8-OG deneddylation; AID 651999, 2013; actives 0.38% (n = 360,000); inhibition, % at 12.5 µM;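 active means pattern-corrected inhibition above about 35%, with an unprinted fluorescence ratio check between 0.5 and 1.5, limit read from the data, passing the limit was not always enough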;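 further: 0% = enzyme with substrate and 100% = substrate without enzyme; some results filed as inactive read as strong as hits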
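Test system: purified human Csn5 enzyme expressed in HEK293T cells. Amount: 0.24 nM enzyme. Reagent: SCFSkp2-Nedd8OG substrate at 10 nM final. Schedule: 90 min incubation of compound, enzyme and substrate at room temperature. Detection: fluorescence polarization. Read-out: % inhibition of substrate cleavage by Csn5.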
MsrA inh = bovine MsrA enzyme inhibitors, primary screen, biochemical, absorbance, HTS; Methionine sulfoxide reductase A (Bos taurus); purified bovine MsrA, absorbance read-out; inhibition, % at 15.5 µM; actives 0.75% (n = 360,000); AID 651718, 2012; in the data active means inhibition above about 4.5%;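 further: 0% = vehicle wells with enzyme and 100% = reference inhibitor wells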
DNMT1 block = human DNMT1 methyltransferase inhibitors, primary screen, biochemical, molecular beacon, fluorescence, HinP1I cleavage, uHTS; DNA (cytosine-5)-methyltransferase 1 (Homo sapiens), P26358; inhibition (reported as % activation of signal), % at 10 µM; actives 0.83% (n = 360,000); in the data active means inhibition above about 50%
Target sequence (P26358 504-1616 limits assumed): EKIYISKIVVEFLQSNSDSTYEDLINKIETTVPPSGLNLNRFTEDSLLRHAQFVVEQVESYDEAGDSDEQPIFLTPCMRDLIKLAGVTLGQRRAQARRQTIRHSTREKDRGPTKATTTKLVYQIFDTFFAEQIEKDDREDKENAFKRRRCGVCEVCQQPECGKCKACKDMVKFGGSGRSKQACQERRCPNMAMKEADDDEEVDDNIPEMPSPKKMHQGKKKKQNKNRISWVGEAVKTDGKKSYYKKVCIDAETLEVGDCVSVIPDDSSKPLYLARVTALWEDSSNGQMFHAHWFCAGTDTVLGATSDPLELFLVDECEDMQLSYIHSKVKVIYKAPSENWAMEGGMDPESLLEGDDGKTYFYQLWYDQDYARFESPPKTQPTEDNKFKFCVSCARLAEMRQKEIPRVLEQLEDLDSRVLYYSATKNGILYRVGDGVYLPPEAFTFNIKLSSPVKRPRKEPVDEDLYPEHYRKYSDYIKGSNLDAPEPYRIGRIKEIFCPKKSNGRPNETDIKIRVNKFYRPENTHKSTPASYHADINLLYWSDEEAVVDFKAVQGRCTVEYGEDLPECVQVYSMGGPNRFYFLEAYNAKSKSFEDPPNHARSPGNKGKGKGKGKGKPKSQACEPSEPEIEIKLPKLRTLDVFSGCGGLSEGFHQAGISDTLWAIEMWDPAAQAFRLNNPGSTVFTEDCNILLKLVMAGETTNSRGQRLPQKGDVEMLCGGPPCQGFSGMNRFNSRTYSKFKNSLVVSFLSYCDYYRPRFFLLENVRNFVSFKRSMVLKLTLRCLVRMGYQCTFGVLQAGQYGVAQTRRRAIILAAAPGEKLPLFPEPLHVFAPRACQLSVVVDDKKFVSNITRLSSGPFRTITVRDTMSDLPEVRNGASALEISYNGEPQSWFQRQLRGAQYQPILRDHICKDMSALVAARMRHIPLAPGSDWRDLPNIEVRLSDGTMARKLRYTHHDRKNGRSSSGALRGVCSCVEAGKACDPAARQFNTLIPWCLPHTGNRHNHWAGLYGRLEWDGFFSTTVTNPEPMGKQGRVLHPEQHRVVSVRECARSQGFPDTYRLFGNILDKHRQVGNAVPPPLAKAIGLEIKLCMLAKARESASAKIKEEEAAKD
NadD inh = inhibitors of S. aureus NadD, primary screen, biochemical, colorimetric, uHTS. purified NadD enzyme, colorimetric absorbance read-out. Nicotinate-nucleotide adenylyltransferase NadD (Staphylococcus aureus N315). AID 602399, 2012. actives 0.78% (n = 360,000). inhibition, % at 20 µM; in the data active means inhibition above about 26%; further: some compounds past the cut are filed as inactive
STEP inh = STEP phosphatase inhibitors, primary screen, biochemical, fluorescence intensity, uHTS; Tyrosine-protein phosphatase non-receptor type 5 (Homo sapiens), P54829; recombinant STEP, OMFP fluorogenic substrate; inhibition, % at 20 µM; actives 0.25% (n = 360,000);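 active means inhibition at 20 µM, scaled per plate between control wells, above about 37%, limit read from the data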;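 further: 0% = DMSO with enzyme and substrate and 100% = substrate only without enzyme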
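Material: STEP (striatal-enriched tyrosine phosphatase) enzyme, cell-free | Medium: 50 mM Bis-Tris pH 6.0 with 2.5 mM DTT and 0.005% Tween 20 | Read-out: Percent inhibition scaled to no-enzyme and uninhibited-enzyme controls, plate-pattern corrected | Signal: Fluorescence read at 480 nm ex / 540 nm em | Times: 20 min reaction, room temperature, in the dark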
* marks the source's active call; other numbers are inactive results; i = inactive; / = not tested or not shown; + = active, no number. This is a random part of the collection. About 3.9% of those tested had a hit in this group.

LMPTP block	CSN deneddyl inh	SUMO1-SIM PPI	Scp-1 inhibitor	STEP inh	Tb MetRS inh	Rpn11 inh	DNMT1 block	smiles	NadD inh	MsrA inh
44	12	15	/	3	-0.2	i	1	CNc1nc(NCc2ccc(N(C)C)cc2)c2sccc2n1	-12	/
-2.3	-1	2	-9	-1	-0.6	i	-3	O=C(Cc1c(C(=O)O)[nH]c2ccccc12)Nc1ccc2c(c1)OCO2	-8	-0.5
-1.8	2	-13	-3	0	0.1	i	11	CC(=O)c1nn(-c2ccccc2)cc1C(=O)c1ccc(Br)cc1	1	2.0
0.0	2	-3	0	0	0.1	i	-2	CC1=C(C(=O)N2CCCC(C(=O)c3cccc(C(F)(F)F)c3)C2)OCCO1 (configuration not stated)	-4	0.6
-1.1	2	-6	-12	-1	-1.7	i	0	COCCCNC(=O)c1ccc(N(C)S(=O)(=O)c2ccc(OC)cc2)cc1	3	-0.6
-1.8	0	1	1	-10	-0.4	i	-2	O=C(c1ccc(NS(=O)(=O)c2ccccc2)cc1)N1CCCC1	1	-0.2
0.3	-1	-2	10	3	-0.3	i	-1	CC(=O)NC(C(=O)N1CCC(c2nc3ccccc3s2)CC1)C(C)C (configuration not stated)	1	1.7
2.8	-5	-2	0	1	-1.2	i	6	Cc1cc2c(c(N)n1)c(=O)oc1ccccc12	-15	1.3
0.3	3	-1	-13	0	-1.1	i	10	O=C(Nc1nc(NC(=O)c2ccco2)n(-c2ccccc2)n1)c1ccccc1	-4	-0.4
0.3	-2	-1	-2	0	0.4	i	-1	Cc1ccc(CNC(=O)C2CCC(=O)N(CCc3ccc(Cl)cc3)C2)s1 (configuration not stated)	-9	-1.9
-2.2	2	-34	-2	-2	0.3	i	8	NCC12CC3CC(C1)CC(c1ccc(Br)cc1)(C3)C2	0	-0.2
-0.3	-8	7	-12	4	-0.3	i	1	CCOc1cccc(N(C(=O)CCC(=O)Nc2cc(C)on2)C(C(=O)NC(C)(C)C)c2ccc(OC)cc2)c1 (configuration not stated)	-2	-0.9
-1.2	-4	1	6	-2	-1.2	i	4	COC(=O)c1cc(C(=O)OC)cc(N2C(=O)CN=C2Nc2nc(C)cc(C)n2)c1	13	0.8
0.9	0	2	-3	2	-0.4	i	0	Cc1cc2nc(-c3ccc(SCC(=O)Nc4nccs4)nc3)[nH]c2cc1C	20	0.9
-2.2	-1	-2	-4	0	0.0	i	5	Cc1ccc(Nc2nnc(SC3CCOC3=O)s2)c(C)c1 (configuration not stated)	2	0.2
1.0	0	-1	-13	-1	-0.5	i	-1	CC(C)CCNc1cc(=O)n(C)c(=O)n1C	-2	-0.4
-1.5	0	1	-12	0	-0.4	i	0	COc1ccc(-c2c(C)oc3c(CN4CCCC(C)C4)c(O)ccc3c2=O)cc1OC (configuration not stated)	-8	0.1
-1.9	-1	0	-1	1	-0.2	i	0	COC(C[C@@H](O)C[C@H](O)[C@H](C)OCc1ccccc1)OC	0	0.7
9.3	2	-35	-6	10	0.1	i	-11	COC(=O)C1=C(C(=O)OC)SC(=C2C(=S)C(C)(C)N(C(=O)CC(C)C)c3ccccc32)S1	4	-0.8
-1.0	-3	1	-8	1	-0.4	i	-2	COc1ccc(S(=O)(=O)N(CCC#N)Cc2ccco2)cc1OC	-2	0.0
-1.5	-9	4	0	-11	0.0	i	1	C=CCSc1nnc(NC(=O)c2ccc(S(=O)(=O)NCC3CCCO3)cc2)s1 (configuration not stated)	-4	2.0
1.2	-8	0	-1	0	0.1	i	0	O=C(CSc1nnc(Cc2ccccc2)o1)NCc1ccc2c(c1)OCO2	-2	0.6
-0.8	3	2	-3	-1	-0.4	i	5	COc1ccc(S(=O)(=O)NC(C)C(=O)NCc2ccncc2)cc1Cl (configuration not stated)	1	-1.3
4.1	-5	-3	-2	2	-0.2	i	-2	Cc1nn(-c2ccccc2)c2nc(N)c(C#N)c(-c3ccc(C(C)(C)C)cc3)c12	1	-0.8
-0.8	-2	-6	-5	-10	-1.5	i	1	O=C(NCC12CC3CC(CC(C3)C1)C2)c1nn2cccnc2c1Cl	-3	-0.3
-2.3	1	-1	6	-4	0.2	i	-1	Cc1onc(-c2ccccc2)c1C(=O)NCCc1ccc(Cl)cc1	-2	-0.5
0.0	-1	2	-4	-3	-1.1	i	2	CCCn1c(-c2ccc(OC)cc2)nc2c(=O)n(C)c(=O)[nH]c21	-2	0.8
1.3	7	5	-8	-1	-0.7	i	-44	Oc1cccc(NC(=S)Nc2ccc(SC(F)F)cc2)c1	1	-0.2
0.4	31	0	-5	-1	-0.9	i	-2	FC(F)(F)c1cc(Sc2ccccc2)nc(-c2ccccn2)n1	-2	-0.1
1.9	0	17	2	-1	0.5	+	-2	Cc1cc(C)c2cc3c(N)c(C(=O)Nc4c(C)[nH]c(=O)[nH]c4=O)sc3nc2c1	23	0.3
-0.4	1	5	7	-2	-1.0	i	-2	CCOC(=O)C(CCCCP(=O)(c1ccccc1)c1ccccc1)(NC(C)=O)C(=O)OCC	-1	1.1
1.4	4	10	/	-1	-0.4	i	2	Cc1cccc(N2CCN(C(=O)c3[nH]c(C(F)(F)F)nc3-c3ccccc3)CC2)c1C	9	0.1
-0.9	-4	-2	0	0	0.2	i	1	Cn1c(=O)c2c(nc(-n3ccnc3)n2C)n(C)c1=O	1	0.8
1.6	-7	-10	-9	-3	0.0	i	2	NS(=O)(=O)c1ccc(-c2ccc(C=O)o2)cc1	-6	4.7*
-1.3	2	-1	87*	2	-0.3	i	-1	COc1cccc(NS(=O)(=O)c2cc3c(cc2C)N(C(C)=O)CCO3)c1	0	-1.6
0.7	-2	-3	6	1	-0.7	i	0	Cc1ccc(NS(=O)(=O)c2ccc3c(c2)n(C)c(=O)c(=O)n3C)c(C)c1	-4	0.3
1.4	1	7	-9	-4	-0.1	i	-13	Cc1ccc(-c2cc(-c3cccc(F)c3)n[nH]2)c(O)c1	-2	-0.4
-1.8	1	1	-6	1	-0.4	i	4	Cc1ccc(-n2nc(C)c(C(=O)O)n2)c(C)c1	-1	0.5
0.2	0	-1	1	-5	-0.9	i	21	CC(C)c1ccc2[nH]c(O)c(N=NC(=O)c3cccc(S(=O)(=O)Nc4ccccc4Cl)c3)c2c1	38*	-0.4
-1.6	1	1	-1	1	-0.2	i	-2	CCS(=O)(=O)Nc1ccc(C(=O)OC)cc1	-2	-0.1
-2.4	3	0	20	2	-0.4	i	0	CCOc1ccc2nc(NCCNC(=O)C3CC3)c(C)cc2c1	2	0.5
-1.1	-5	-13	0	0	-0.6	i	-4	CCCCNC(=O)/C(C#N)=C/c1ccc2c(c1)OCCO2	-6	2.5
0.3	-6	0	-12	1	0.2	i	-5	O=C(Nc1ccc(OCC(F)(F)C(F)F)cc1)c1ccncc1	1	-0.8
-3.2	3	1	-8	5	-0.1	i	3	CCOc1ccc(Cl)cc1CNCCNCC(C)O (configuration not stated)	1	0.7
-1.5	0	4	-3	4	0.4	i	3	C[C@H](NC(=O)c1nc[nH]c1C(=O)NCCCCCN)C(=O)OCc1ccccc1	0	-0.3
1.6	6	7	-1	-1	-1.0	i	1	O=C(Nc1ccc(S(=O)(=O)Nc2ncccn2)cc1)C1=NN(c2ccccc2)C(=O)CC1	2	1.9
-1.2	-7	0	2	2	0.2	i	0	CCN(CC)C(=O)CSc1nc2ccccc2c(=O)n1CCC(=O)NCc1ccc(F)cc1	6	0.9
-0.7	6	1	-13	-3	-0.6	i	-2	COc1ccc(-c2cn[nH]c2-c2ccc(O)cc2O)cc1	-3	0.2
1.5	8	8	3	2	-0.1	i	-12	CCn1cc(C(=O)OCC(=O)c2cc(C)n(-c3ccccc3F)c2C)c(=O)c2ccc(C)nc21	7	0.6
-0.5	0	14	-2	3	-2.0	i	2	CC(=O)c1cc(C(=O)Nc2ccccc2C(=O)O)oc1C	0	-1.1
3.4	4	-2	-8	2	-0.5	i	-4	CCCn1nc(C(=O)Nc2cccc(S(=O)(=O)N(C)c3ccccc3)c2)c2ccccc2c1=O	-7	0.6
-0.9	-7	12	-18	2	-1.2	i	-11	O=C(Nc1ccc2c(c1)OCCO2)c1ccc(S(=O)(=O)N2CCCCC2)cc1	-5	-0.3
-0.9	4	-10	-3	0	-0.1	i	-2	COc1ccc(NC(=O)c2cccc(Cn3cc(Br)c([N+](=O)[O-])n3)c2)c(C)c1	-2	-0.4
-1.2	0	3	0	0	-0.2	i	-1	O=C(Nc1cccc(S(=O)(=O)N2CCOCC2)c1)c1ccc(=O)[nH]c1	4	-0.3
-1.5	0	3	1	-2	0.2	i	0	Cc1c(NC(=O)CSc2nc3ccccc3[nH]2)c(=O)n(-c2ccccc2)n1C	0	0.0

Arranged by the number under CSN deneddyl inh (highest first): some entries from above.
Molecule | LMPTP block | CSN deneddyl inh | SUMO1-SIM PPI | Scp-1 inhibitor | STEP inh | Tb MetRS inh | Rpn11 inh | DNMT1 block | NadD inh | MsrA inh
CCn1cc(C(=O)OCC(=O)c2cc(C)n(-c3ccccc3F)c2C)c(=O)c2ccc(C)nc21 | 1.5 | 8 | 8 | 3 | 2 | -0.1 | i | -12 | 7 | 0.6
O=C(Nc1nc(NC(=O)c2ccco2)n(-c2ccccc2)n1)c1ccccc1 | 0.3 | 3 | -1 | -13 | 0 | -1.1 | i | 10 | -4 | -0.4
CC(C)c1ccc2[nH]c(O)c(N=NC(=O)c3cccc(S(=O)(=O)Nc4ccccc4Cl)c3)c2c1 | 0.2 | 0 | -1 | 1 | -5 | -0.9 | i | 21 | 38* | -0.4
